Source: PubChem
V-ATPase pHluor: alters yeast V-ATPase proton transport | 0.37% of 350,000 active | S. cerevisiae, pHLuorin cytosolic pH fluorescence | response, % at 10 µM; in the data active means response mostly above about 7.3%, no sharp cut-off; inactive means mostly below about 5.4%; further: actives read high; inactives centre near 0; some compounds called inactive have numbers as strong as hits; reference of the scale not given here
HTR5A ag: HTR5A agonism, opioid heterodimer counter-screen; AID 504692; 0.61% of 340,000 active; HTR5A agonist assay, luminescence, cell-based; activation, % at 9.3 µM; P47898; in the data active means activation mostly above about 9.5%, no sharp cut-off; inactive means mostly below about 7.6%;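 further: 0% = cells with vehicle only and 100% = reference agonist; strong numbers were not always called active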
PvdQ inh: P. aeruginosa PvdQ acylase inhibition; 0.063% of 340,000 active; inhibition, % at 10 µM; purified PvdQ acylase, fluorescence plate reader; in the data active means inhibition above about 30%, passing the limit was not always enough;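 further: 0% = vehicle neutral wells and 100% = reference inhibitor wells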
Wnt bcat act: Wnt/beta-catenin pathway activation | Wnt/beta-catenin reporter cell assay, activator, plate reader | activation, % at 9.35 µM | 1.2% of 300,000 active; in the data active means activation above about 30%, passing the limit was not always enough;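 further: 0% = neutral control wells and 100% = positive control wells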
NSD2 inh: blocks human histone methyltransferase NSD2; O96028; NSD2 peptide methylation, AlphaScreen, 120 min; inhibition, % at 12.5 µM; 0.54% of 310,000 active; in the data active means inhibition above about 50%
SR-BI DiI inh: mouse SR-BI HDL lipid transfer inhibition; Q61009; ldlA[mSR-BI] CHO cells, DiI-HDL uptake fluorescence, 3 h; inhibition, % at 12.5 µM; 0.96% of 320,000 active; AID 488896;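 active means mean replicate inhibition of at least 70% and a set share of replicates each scoring 70 or more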;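 further: 0% = median of neutral control wells and 100% = median of positive control wells; values of inactives mirror those of a sister screen read the other way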
Target sequence (Q61009 whole entry, looked up): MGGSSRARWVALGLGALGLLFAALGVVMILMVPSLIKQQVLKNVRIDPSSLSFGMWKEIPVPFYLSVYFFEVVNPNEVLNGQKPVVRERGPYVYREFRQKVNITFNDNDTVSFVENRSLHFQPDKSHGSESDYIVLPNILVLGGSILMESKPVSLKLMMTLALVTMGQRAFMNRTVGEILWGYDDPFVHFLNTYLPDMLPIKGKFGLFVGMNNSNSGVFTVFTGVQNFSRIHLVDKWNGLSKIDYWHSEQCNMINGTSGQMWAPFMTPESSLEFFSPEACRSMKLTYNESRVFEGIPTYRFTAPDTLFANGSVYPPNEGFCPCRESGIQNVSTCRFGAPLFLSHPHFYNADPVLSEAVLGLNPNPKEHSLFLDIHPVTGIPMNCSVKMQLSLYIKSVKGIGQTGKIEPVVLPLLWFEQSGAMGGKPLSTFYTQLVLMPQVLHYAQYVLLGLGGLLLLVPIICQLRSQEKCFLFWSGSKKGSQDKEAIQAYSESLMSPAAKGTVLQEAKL
MITF act: increases MITF-driven TRPM1 promoter luciferase signal | 0.75% of 300,000 active | SK-MEL-5 TRPM1-promoter luciferase, 24 h; % of positive control, neutral wells = 0 | activation, % at 12.5 µM;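 active means mean activation of at least 80% with every replicate also reaching 80%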;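 further: 0% = neutral control wells and 100% = parthenolide positive control wells; values of inactives mirror those of a sister screen read the other way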
HTR5A inv ag: HTR5A inverse agonism, opioid heterodimer counter-screen; P47898; HTR5A cell line, luminescence; inhibition, % at 9.3 µM; 0.083% of 340,000 active; in the data active means inhibition mostly above about 23%, no sharp cut-off; inactive means mostly below about 18%;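 further: 0% = cells with DMSO and 100% = no-cell wells with DMSO; some compounds called inactive have numbers as strong as hits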
dFosB act: mouse delta FosB homodimer activation; P13346; AID 493131; activation, % at 25 µM; 0.99% of 340,000 active; purified delta FosB, TAMRA-CDK5 oligo fluorescence polarization; percent of positive-control signal above neutral wells;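 active means mean activation above about 17%, with every replicate also reaching it, limit read from the data, passing the limit was not always enough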;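 further: fluorescence polarization rise as delta FosB binds a TAMRA Cdk5 AP-1 oligo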
Target sequence (P13346 whole entry, looked up): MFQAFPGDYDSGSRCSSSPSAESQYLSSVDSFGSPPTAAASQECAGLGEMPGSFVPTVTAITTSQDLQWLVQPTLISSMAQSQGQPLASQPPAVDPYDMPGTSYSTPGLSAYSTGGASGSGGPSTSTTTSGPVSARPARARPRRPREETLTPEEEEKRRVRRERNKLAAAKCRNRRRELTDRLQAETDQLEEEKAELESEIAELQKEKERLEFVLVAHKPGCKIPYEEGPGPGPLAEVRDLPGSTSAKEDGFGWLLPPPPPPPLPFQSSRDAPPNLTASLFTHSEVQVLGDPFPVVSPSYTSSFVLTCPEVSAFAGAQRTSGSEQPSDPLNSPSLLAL
CDK5 p35 inh: blocks human CDK5/p35 kinase activity | 0.01% of 330,000 active | Recombinant CDK5/p35, ADP-Glo luminescence, 60 min | AID 488839 | inhibition, % at 10 µM | Q00535+Q15078;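 active means highest replicate inhibition of at least 50% and at least 75% of replicates reaching 50%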;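 further: plate controls were DMSO neutral control for no effect and GW8510 at 10 µM for full effect; many of its hits are not listed in these tables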
* = called active by the depositor; / = not tested or not shown; & = joins results of further samples.

Results follow in this order: V-ATPase pHluor	HTR5A ag	PvdQ inh	Wnt bcat act	NSD2 inh	SR-BI DiI inh	MITF act	HTR5A inv ag	dFosB act	CDK5 p35 inh
> O=C(NCN1C(=O)C2C3C=CC(C3)C2C1=O)Nc1ccccn1 (centres undefined)
  4	-2	-5	/	/	-23	16	23	2	-4.0
> Cc1ccccc1NS(=O)(=O)c1ccc(C(=O)N2CCN(c3ccccc3O)CC2)cc1
  1	0	-14	-3	4	25	-9	-2	-15	0.7
> CCOc1cc(/C=N/NC(=O)c2cccc(S(=O)(=O)N3CCOCC3)c2)ccc1OCC(=O)N(C)C
  -6	-6	-9	-1	2	24	-5	6	-9	0.8
> [N-]=[N+]=NCC/C=C\C1NS(=O)(=O)OCC1O (centres undefined)
  1	1	-9	-1	/	-9	4	7	-3	-2.4
> O=C(c1cn(-c2ccccc2)nc1-c1ccc(F)cc1)N1CCOCC1
  0	-1	3	/	-3	23	-17	5	2	0.7
> Cc1ccc(O)c(C(=O)c2cnc3c(c2)c(C)nn3-c2ccccc2)c1
  2	0	-1	-5	-3	55	10	1	-10	-0.9
> O=C(Nc1ccccc1NS(=O)(=O)c1ccc(F)cc1)C1CCCC1
  1	-1	3	7	-3	10	-9	3	2	-5.3
> Nc1nncn1C(=O)CCc1ccccc1
  2	-4	-6	/	2	-41	-2	10	0	-2.9
> O=C(N[C@H]1CCC(=O)N([C@H](CSc2ccc(Br)cc2)Cc2ccccc2)CC1)OCc1ccccc1
  -3	12	1	-5	/	20	-7	-34	2	-0.5
> COC(=O)[C@@]1(C)[C@H]2C(=O)N(Cc3ccccc3)C(=O)[C@H]2[C@H]2CN=C(SCc3ccc(Cl)cc3)N21
  4	2	-8	-1	/	0	-4	-6	-8	0.7
> CC12CC3(C)CC(C)(C1)CC(C(=O)NC(=S)N1CCCC1)(C2)C3
  2	0	-9	-1	0	14	-9	0	-1	-2.6
> COc1ccc2c(c1)SCC(=O)N2C
  -4	3	-15	0	-1	-18	-12	3	-8	1.1
> COc1ccccc1C(=O)Nn1c(-c2cccs2)nc2ccccc2c1=O
  -8	0	1	-9	-1	40	-10	2	-7	0.8
> O=C(CN1CCCCC1)N1CCCc2c1c(=O)oc1ccc(OCc3ccccc3)cc21
  -1	1	-10	-6	0	52	/	-9	-8	-0.7
> O=C(O)C1Nc2c(C(=O)N3CCOCC3)cccc2C2C=CCC12 (centres undefined)
  -1	-3	-7	/	/	-56	2	7	-10	0.4
> O=C(NC1CCCCC1)C(c1ccco1)N(C(=O)c1csnn1)C1CCCC1 (centres undefined)
  -1	-4	-18	-3	0	-14	0	9	3	-0.3
> COc1ccccc1Nc1nc(N)nc(CN2CCCCC2)n1
  -1	2	-6	0	-3	-14	10	-6	4	1.0
> COc1ccc(C2(C(=O)NCCN3CCOCC3)CCOCC2)cc1
  -5	2	-3	/	-7	-16	-8	-7	-7	0.1
> CCCN1CCC(=O)N(CCN=[N+]=[N-])CC1
  2	-3	10	1	/	-9	-10	-10	0	-2.1
> O=C(NCCS(=O)(=O)NCCc1ccccc1)c1ccccc1
  2	-4	-10	9	-1	-16	12	11	-2	0.1
> Cc1nn(C)cc1CN(C)C(=O)c1nn2c(c1Br)NC(c1cccs1)CC2C(F)(F)F (centres undefined)
  -1	4	-12	-1	-3	/	-7	-12	-6	-1.2
> Cc1c(NC(=O)c2cc(-n3cnnc3)ccc2Cl)cccc1-c1nc2ccccc2o1
  -2	13	-1	/	/	30	3	-34	-2	0.6
> COc1cc(C(=O)Nc2ccc(-c3nnc(-c4ccco4)o3)cc2)cc(OC)c1OC
  0	2	-6	-2	2	47	/	8	-10	0.5
> O=C(O)c1cc(S(=O)(=O)N2CCCCC2)ccc1N1CCOCC1
  -3	4	-11	-5	-2	-7	0	-10	-1	-1.7
> O=C(Cc1ccccc1)NCCS(=O)(=O)N1CCN(c2cccc(Cl)c2)CC1
  1	3	-15	0	1	-18	-5	-9	-14	0.6
> O=C(N/N=C/c1cccc([N+](=O)[O-])c1)c1ccccc1-n1cccc1
  2	-1	-17	-4	7	17	-7	3	-4	-0.9
> COC(=O)C1=NN(C(=O)c2cccc(Br)c2)C(O)(c2ccc(Cl)cc2)C1 (centres undefined)
  -3	-5	-2	-1	4	3	-16	9	-7	-0.6
> O=C(/C=C/c1ccc([N+](=O)[O-])cc1)c1cccs1
  5	-5	-1	-2	25	12	36	16	-1	-1.3
> COC(=O)CNC(c1ccccc1)c1cc(Br)ccc1NC(C)=O (centres undefined)
  1	-2	-10	/	-2	24	-4	5	-3	1.3
> O=C(CSc1nnnn1C1CC2C=CC1C2)Nc1ccc(C(=O)O)cc1 (centres undefined)
  -3	-4	-2	1	2	-13	3	10	2	0.2

One compound at a time (already shown). Screens in order: V-ATPase pHluor, HTR5A ag, PvdQ inh, Wnt bcat act, NSD2 inh, SR-BI DiI inh, MITF act, HTR5A inv ag, dFosB act, CDK5 p35 inh
COc1cc(C(=O)Nc2ccc(-c3nnc(-c4ccco4)o3)cc2)cc(OC)c1OC in the list: 0, 2, -6, -2, 2, 47, /, 8, -10, 0.5
O=C(Cc1ccccc1)NCCS(=O)(=O)N1CCN(c2cccc(Cl)c2)CC1 in the list: 1, 3, -15, 0, 1, -18, -5, -9, -14, 0.6

Next results:
Results follow in this order: V-ATPase pHluor	HTR5A ag	PvdQ inh	Wnt bcat act	NSD2 inh	SR-BI DiI inh	MITF act	HTR5A inv ag	dFosB act	CDK5 p35 inh
> CCC(NC(=O)c1ccccc1NC(=O)c1ccccc1)C(=O)OC (centres undefined)
  2	2	-6	-3	0	-17	1	7	-11	-3.3
> COCCCNC(=O)CCc1nc(-c2ccccc2)no1
  -4	0	-11	0	/	-13	-9	-15	-1	-1.0
> C/C(=C\c1ccccc1)C(=O)c1c(C)cc(C)[nH]c1=O
  -2	-1	-12	2	-3	-12	-6	-20	-3	0.9
> Cn1c(=O)[nH]c(=O)c2c1nc(Br)n2CC(O)COc1ccccc1 (centres undefined)
  3	-2	-8	-4	1	-26	-9	5	-6	-0.1
> CS(=O)(=O)c1ccc(C(=O)OC2CCOC2=O)cc1[N+](=O)[O-] (centres undefined)
  -2	6	-9	1	30	/	-8	-17	-3	-1.3
> Cc1ccc(NC(=O)CN2C(=O)NC(C)(c3ccccc3)C2=O)c(C)c1 (centres undefined)
  1	-3	11	0	-5	-15	1	-2	-2	10
> COc1ccc(C)cc1NC(=O)CN1C(=O)COc2ccc(S(=O)(=O)N3CCCCCC3)cc21
  0	-1	-9	-3	6	-5	16	4	-8	-1.6
> C#CCOCCOCCOCCNc1nc(N2CCN(C(=O)[C@H]([C@@H](C)CC)n3cc([C@@H](N)CO)nn3)CC2)nc(N2CCN(C(=O)[C@H](CCCCN)n3cc([C@@H](N)C(C)CC)nn3)CC2)n1 (some centres undefined)
  5	1	-10	-1	/	-3	-1	-4	-8	1.1
> Cc1cc(NC(=O)CCC(=O)N(CC(=O)NC2CCCC2)Cc2ccccc2Cl)no1
  3	2	-6	/	0	-14	-7	-31	-3	0.0
> COc1cccc(N2CCN(C(=O)c3ccc4ccccc4c3)CC2)c1
  4	1	3	7	2	3	8	10	-2	1.1
> CCCCc1cn([C@@H](CCCCNC(=O)OC(C)(C)C)C(=O)N2CCN(C(=O)OC(C)(C)C)CC2)nn1
  1	0	0	0	/	14	-12	-10	-1	-0.9
> O=C(NCC1COc2ccccc2O1)C1(c2ccccc2)CCCC1 (centres undefined)
  -1	-3	-8	0	-5	4	5	9	-5	-0.8
> CCN(Cc1ccccc1)C(=O)c1ccc(SC)cc1OC
  4	0	-9	-1	0	1	-3	-1	-10	-2.7
> COc1ccc(NC(=O)CN(C)C(=O)CN2C(=O)NC3(CCCCC3)C2=O)cc1
  2	4	-7	-1	-3	-3	-9	-11	2	0.5
> Cc1ccccc1NC(=S)N(CCN1CCCCCC1)Cc1cccs1
  -4	1	-8	-2	-1	-27	8	-2	-3	-0.9
> O=C(CN1CCOCC1)NCCC12CC3CC(CC(C3)C1)C2
  2	2	-14	/	2	-4	-4	-25	2	1.2
> C=CCn1c(N)c(C(=O)Nc2ccccc2OC)sc1=S
  -2	-1	-8	-3	18	29	-9	-2	1	0.8
> COc1ccccc1CC(NC(C)=O)C(=O)NC1CCN(C(=O)Nc2ccccc2F)CC1 (centres undefined)
  -3	11	2	-2	-2	8	1	-48	-4	-0.6
> Cc1ccc2nc(Cl)c(/C=N/NC(=O)c3ccccc3O)cc2c1
  1	1	-2	-3	2	-25	3	-12	-8	-1.2
> COc1ccc(OC)c(/C=N/NC(=O)c2cc3c(OC)cccc3[nH]2)c1
  1	8	-15	2	-6	70	29	-22	-10	-0.4
> CS(=O)(=O)Nc1ccc(C(=O)N2CCCC2)cc1
  -1	1	-11	/	-4	5	2	-4	5	0.3
> COc1ccc(CC(=O)N2CCCC(CNC(=O)c3ccccc3Cl)C2)cc1 (centres undefined)
  1	1	-13	6	-3	-9	-2	-4	-2	1.6
> N#CC1=C(N)n2c(s/c(=C\c3ccco3)c2=O)=C(C#N)C1c1ccco1 (centres undefined)
  1	-4	-4	-4	/	53	/	3	-14	-1.5
> CCc1ccc(NS(=O)(=O)c2ccc3[nH]c(=O)[nH]c3c2)cc1
  4	9	-9	-2	-10	0	-2	-14	1	-8.0
> COc1cccc(/C=C2\SC(=S)N(C(Cc3ccccc3)C(=O)O)C2=O)c1 (centres undefined)
  0	2	-5	0	18	-5	1	-5	-3	0.1
> O=C(CCC(=O)Nc1ccccc1)NNC(=O)C(c1ccccc1)c1ccccc1
  2	-3	-5	/	0	14	9	-21	42*	-0.9
> CCCCOc1ccccc1C1C(C(=O)OC)=CN(CC)C=C1C(=O)OC
  -3	-1	-10	-2	-56	-10	-4	4	3	0.3
> CC(C)(C)c1ccc(C(=O)CCCSC2=C(C#N)C(c3ccco3)C3=C(CCCC3=O)N2)cc1 (centres undefined)
  -2	-1	0	-4	5	-20	-2	3	-3	-0.8
> CC1CCN(C(=O)COC(=O)c2cc3ccccc3cc2O)CC1
  1	6	-13	7	-3	-32	11	9	-11	1.0
> N#CC(=C1CCCC1)c1nc(-c2ccc(Cl)cc2)cs1
  -7	-2	-19	12	-3	65	91*	7	1	0.3
> Cn1c(O)c(C(C#N)=C2N=c3ccccc3=N2)c2ccccc21
  1	-2	-10	21	0	9	/	-4	4	0.4
> CNS(=O)(=O)c1cccc(C(=O)OCC(=O)Nc2ccc(OC)cc2[N+](=O)[O-])c1
  -2	2	-13	-1	-1	29	-5	-7	-8	-1.5
> CCc1ccc(C(=O)COC(=O)C2=NN(c3ccccc3)C(=O)CC2)cc1
  1	-2	-25	-2	-3	4	5	7	-6	-4.8
> C=C1CC(COc2ccc3c(C)c(Cl)c(=O)oc3c2)(c2ccccc2)OC1=O (centres undefined)
  -2	-3	0	-1	-4	-2	/	12	-8	0.7
> NC(=O)CN1CCN(S(=O)(=O)c2ccc(Br)cc2)CC1
  -3	-4	-3	14	-3	-5	1	10	1	-9.9
> CN(C)c1cc(N/N=C/c2ccccc2C(F)(F)F)nc(N(C)C)n1
  5	-3	9	-3	5	35	/	12	6	0.3
> CCN1CCN(Cc2ccc(C(=O)Nc3ccc(C)c(NCc4cnc(NC(=O)OC)cn4)c3)cc2C(F)(F)F)CC1
  -3&-10	5	-15	-1&-7	/	70	-9	-10	5	2.2
> O=[N+]([O-])c1cc(Cl)c2cccnc2c1O
  2	-3	-5	0	1	-3	-6	8	-3	0.0
> Cc1ccc(S(=O)(=O)N2CCC(C(=O)NCCc3ccccc3)CC2)cc1
  1	4	-10	/	0	-4	6	-11	1	-0.5
> CN1C(=O)Cn2c1nc1ccccc12
  -3	/	0	/	-2	-7	-5	/	1	-0.5
> COc1ccc(C(=O)c2ccc([N+](=O)[O-])cc2)cc1S(=O)(=O)N1CCC(C(=O)O)CC1
  -2	-1	2	0	2	0	-4	5	1	0.4
